High-throughput results from PubChem BioAssay.
Shn3 inh set2: reduces Shn3 3'UTR luciferase signal in osteoblasts. Clone20 osteoblast Shn3 3'UTR firefly luciferase, 24 h. inhibition, % at 12.5 µM. 0.52% of 360,000 active;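 active means mean inhibition of at least 75% with every replicate also reaching 75%; inconclusive means mean inhibition at least 75% but some replicate below; inactive means mean inhibition below 75%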;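 further: 0% = median of neutral control wells and 100% = pilot-screen positive control compound; some compounds past the cut are filed as inactive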
NR2E3 ag-1: activates human NR2E3 receptor | CHO-S Gal4-NCOR/VP16-NR2E3 two-hybrid, luciferase | 0.35% of 360,000 active | inhibition of corepressor binding, % at 3.98 µM | AID 602229 | Q9Y5X4;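 active means inhibition above the mean of all tested compounds plus 3 SD, cut at about 70% in these data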;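 further: 0% = DMSO with NR2E3 transfected cells and 100% = cells lacking NR2E3 construct; higher means lower luciferase signal from less NR2E3 corepressor binding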
Target sequence (Q9Y5X4 whole entry, looked up, the tested form may be a part): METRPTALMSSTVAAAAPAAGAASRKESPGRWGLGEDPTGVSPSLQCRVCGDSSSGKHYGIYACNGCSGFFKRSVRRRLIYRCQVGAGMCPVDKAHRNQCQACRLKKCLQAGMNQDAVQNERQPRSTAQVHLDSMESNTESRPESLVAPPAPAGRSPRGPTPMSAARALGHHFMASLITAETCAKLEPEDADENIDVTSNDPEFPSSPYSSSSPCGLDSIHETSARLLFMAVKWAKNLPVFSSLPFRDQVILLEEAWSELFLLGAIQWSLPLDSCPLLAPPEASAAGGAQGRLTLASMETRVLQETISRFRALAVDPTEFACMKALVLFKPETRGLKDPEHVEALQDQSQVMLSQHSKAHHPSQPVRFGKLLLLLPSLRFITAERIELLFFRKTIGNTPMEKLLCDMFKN
KKLEB cytotox: counter-screen for CF NF-kB inhibitors: cytotoxicity; KKLEB CF airway cells viability, ATPlite luminescence, overnight; active compounds read low; cells stimulated with P. aeruginosa culture filtrate; activity change (cytotoxicity), % at 5 µM; 0.36% of 360,000 active; AID 602141;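 active means corrected activity change at or below -50% at 5 µM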
MITF TRPM1 inh: inhibitors of MITF-driven TRPM1 promoter in melanoma cells; SK-MEL-5 TRPM1 promoter luciferase, 24 h; inhibition, % at 12.5 µM; 0.83% of 330,000 active;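 active means mean inhibition across replicates of 60% or more, whatever share of single replicates reaches that level; inconclusive means some that reach 60%, reason not given; inactive means mean inhibition across replicates below 60%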; further: values of inactives mirror those of a sister screen read the other way
Peg3 prom inh: inhibitors of Peg3 promoter; HeLa PEG-Prom luciferase reporter, luminescence, overnight; AID 588405; inhibition, % at 20 µM; 1.7% of 360,000 active;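 active means inhibition of at least 50% at 20 µM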
PDI turbidity: blocks human protein disulfide isomerase activity | P07237 | PDI insulin aggregation turbidity, A650, 90 min | inhibition, % at 10 µM | 0.052% of 350,000 active | AID 588391;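 active means mean inhibition across replicates of 30% or more, whatever share of single replicates reach that level; inconclusive means mean inhibition below 30% while every single replicate reaches 30%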;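 further: absorbance from insulin aggregation driven by PDI reduction with DTT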
Target sequence (P07237 whole entry, looked up): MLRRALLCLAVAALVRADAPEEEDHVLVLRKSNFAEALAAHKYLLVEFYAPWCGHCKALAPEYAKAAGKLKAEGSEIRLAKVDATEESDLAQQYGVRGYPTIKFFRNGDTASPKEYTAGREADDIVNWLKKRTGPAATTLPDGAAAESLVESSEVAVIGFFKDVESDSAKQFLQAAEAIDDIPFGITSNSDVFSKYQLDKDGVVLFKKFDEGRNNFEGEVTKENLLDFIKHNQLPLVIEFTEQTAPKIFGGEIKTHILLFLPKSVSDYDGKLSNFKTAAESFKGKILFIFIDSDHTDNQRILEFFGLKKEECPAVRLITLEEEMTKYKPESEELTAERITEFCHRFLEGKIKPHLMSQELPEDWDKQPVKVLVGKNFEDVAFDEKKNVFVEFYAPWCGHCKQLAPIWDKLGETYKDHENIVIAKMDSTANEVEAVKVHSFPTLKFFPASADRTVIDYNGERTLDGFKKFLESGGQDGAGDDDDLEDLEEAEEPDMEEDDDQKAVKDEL
CF NFkB block: inhibitors of cystic fibrosis induced NF-kB | KKLEB NF-kB-GFP reporter, PAF-induced, GFP fluorescence overnight | inhibition, % at 5 µM | 0.86% of 360,000 active | AID 588850;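 active means at least 50% inhibition at 5 µM, scaled per plate between neutral and stimulator controls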;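 further: PAF is a Pseudomonas aeruginosa culture filtrate used as stimulus; plate controls were PAF-stimulated DMSO wells for no effect and unstimulated DMSO wells for full effect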
Vif imaging: blocks HIV Vif function; HEK293T cells, Vif self-association by quenched fluorescence, imaging, 24 h; inhibition, % at 7.49 µM; 0.35% of 340,000 active; AID 602346; in the data active means inhibition above about 50%, passing the limit was not always enough; inconclusive means no clear call, values can overlap the other calls; inactive means below about 31%; further: some results filed as inactive read as strong as hits
NR2E3 ag-2: activates human photoreceptor nuclear receptor NR2E3 | Q9Y5X4 | GST-NR2E3/biotin-RetCOR TR-FRET, 1536-well | inhibition of corepressor binding, % at 4.78 µM | 0.12% of 320,000 active | AID 2300;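 active means percent inhibition above the cutoff of mean plus 3 SD of all tested compounds, set per screening campaign, cut at about 20% in these data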;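 further: 0% = DMSO wells and 100% = biotin wells as full block of FRET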
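System: GST-tagged NR2E3 plus biotinylated RetCOR corepressor; Buffer or medium: pH 7.5 Tris-based buffer; Probe or stimulus: RetCOR corepressor, biotinylated, 7 nM; Doses: compound at 4.8 µM, single dose; Schedule: 5 h incubation at 4 °C; Technique: time-resolved FRET; Evaluation: percent inhibition of TR-FRET ratio; Replication: one well per compound, singlicate testing.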
CaV13 ICDI inh: Disruptors of the CACNA1D IQ motif to Ca2+-dependent inactivation inhibitor domain association, primary screening, Förster resonance energy transfer in intact living …. HEK cells, CFP/YFP FRET ICDI-IQ, plate reader, 10 min; percent FRET-ratio fall versus neutral wells. inhibition, % at 12.3 µM. 0.098% of 340,000 active. AID 743397;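 active means mean replicate inhibition of at least 30% and at least 1% of replicates passing that level; inconclusive means only one of the two criteria is met; inactive means neither criterion is met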;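 further: 0% = median of the neutral control wells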
HIF-2a block: inhibitors of HIF-2a. inhibition, % at 18.8 µM. 786-0 RCC cells HIF-2a reporter, luciferase luminescence, overnight. 0.72% of 360,000 active;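 active means inhibition of the luminescence signal of 40% or more relative to plate controls, in a single-dose primary screen at 18.75 µM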
* hit, by the source's call; u = inconclusive; x = no result given.

item	SMILES	MITF TRPM1 inh	KKLEB cytotox	NR2E3 ag-2	Vif imaging	CF NFkB block	NR2E3 ag-1	Shn3 inh set2	PDI turbidity	HIF-2a block	CaV13 ICDI inh	Peg3 prom inh
1	Cc1nc(NCCc2ccccc2)sc1C(=O)N(C)C	-39	4	-2	-7	0	-55	-48	10	-105	-3	-100
2	Cc1ccc(NC(=O)CSc2ccc(-c3ccccn3)nn2)cc1F	-2	1	3	-4	9	-16	-1	-9	-45	-5	-7
3	O=C(c1ccc(OC2CCN(Cc3cccc(F)c3)CC2)cc1)N1CCCCC1	6	-6	-4	-5	6	-6	7	7	13	-6	1
4	Cc1ccc(NC(=O)CN2CCN(CCN=CC3=C(O)CC(C)(C)CC3=O)CC2)cc1	0	-3	3	x	4	-14	-5	-3	4	x	11
5	O=C(O)c1ccc(Oc2ccccc2)o1	-11	8	-3	-14	9	3	-25	-4	19	-5	9
6	CCC(=O)Nc1nc(C)c(C(=O)N2CCCCC2)s1	5	4	0	6	0	-2	-12	5	11	-9	2
7	COc1ccc(N2CCN(S(=O)(=O)CCNC(=O)C3CC(=O)N(c4ccccc4)C3)CC2)cc1 (configuration not stated)	15	4	0	-11	-2	-23	7	14	-3	-3	6
8	Cc1cc(NC(=O)CC(C)(C)C)nc2c1c(=O)oc1ccccc12	-14	3	1	-6	-10	4	10	-9	-37	-9	-2
9	O=C(Cn1nc(-c2ccccc2)c2ccccc2c1=O)Nc1ccc(O)cc1	-4	2	1	-3	-18	-27	3	6	6	0	2
10	Cc1noc(C)c1C(=O)OC(C)C(=O)c1ccc(C(C)(C)C)cc1 (configuration not stated)	x	11	x	-3	-16	-9	-6	-2	-2	-12	-4
11	CC[C@@]1(C(=O)OC)N[C@H](CN(C)S(=O)(=O)c2ccc(F)cc2)[C@@H]2C(=O)N(C)C(=O)[C@@H]21	-6	6	x	-14	-3	14	3	10	6	-3	-6
12	Cc1ccc(-c2nc3c4ccccc4ccn3c2CN2CCCCC2)cc1	12	12	-2	13	-18	-77	x	5	-172	-3	-37
13	COc1ccc(S(=O)(=O)N2CCOCC2)cc1C(=O)N1CCCC1	4	7	2	x	-23	-7	8	7	8	-5	0
14	Cc1ccc(CN2C(=O)CCC2C(=O)NCc2ccccc2Cl)cc1 (configuration not stated)	0	-4	-3	-4	-5	5	-12	-6	-1	-15	8
15	CCOc1ccc(S(=O)(=O)N2CCC(C(=O)Nc3ccc(C)c(S(=O)(=O)N4CCOCC4)c3)CC2)cc1	16	-4	x	-2	1	0	14	-2	15	-7	21
16	Cc1ccc(NC(=O)CN2CCC3(O)CCCCC3C2c2ccc3c(c2)OCO3)c(C)c1 (configuration not stated)	-4	-10	5	11	-21	-26	-14	6	10	-5	13
17	O=C(CCC(=O)c1ccc(F)cc1)Nc1cccc(Br)c1	1	-7	5	-3	15	0	-10	-17	1	-5	2
18	CN(C)c1cc(-c2cccc([N+](=O)[O-])c2)oc(=O)c1Cl	-3	12	5	-5	-19	-4	1	-4	12	-4	7
19	C=CCn1c(SCC(=O)NC(=O)Cc2ccccc2)nnc1-c1ccccc1F	7	6	x	0	-3	16	0	12	7	-6	6
20	CC(=O)C1=C(O)C(=O)N(c2ccc(C(=O)O)cc2)C1c1ccc([N+](=O)[O-])cc1 (configuration not stated)	2	-4	4	-2	-7	-16	10	0	15	-6	20
21	C=CCn1cccc(C(=O)Nc2ccc(OC)c(Cl)c2)c1=O	-54	7	0	14	-6	-64	-28	-4	-212	x	-115
22	Cc1onc(-c2c(Cl)cccc2Cl)c1C(=O)N=C(N)N1CC(C)OC(C)C1 (configuration not stated)	-15	14	1	u	-8	6	-16	-1	27	-17	24
23	O=C(/C=C/Sc1ncn[nH]1)c1ccc(Cl)cc1	90*	-3	2	11	43	4	98*	1	88*	-9	100*
24	Cc1ccccc1NC(=O)c1c(C)[nH]c(=S)c(C#N)c1-c1ccc(Cl)cc1	x	7	5	-2	-2	-3	5	-4	16	-5	12

Given field by field: entries from further up.
8. Cc1cc(NC(=O)CC(C)(C)C)nc2c1c(=O)oc1ccccc12
  MITF TRPM1 inh = -14
  KKLEB cytotox = 3
  NR2E3 ag-2 = 1
  Vif imaging = -6
  CF NFkB block = -10
  NR2E3 ag-1 = 4
  Shn3 inh set2 = 10
  PDI turbidity = -9
  HIF-2a block = -37
  CaV13 ICDI inh = -9
  Peg3 prom inh = -2

18. CN(C)c1cc(-c2cccc([N+](=O)[O-])c2)oc(=O)c1Cl
  MITF TRPM1 inh = -3
  KKLEB cytotox = 12
  NR2E3 ag-2 = 5
  Vif imaging = -5
  CF NFkB block = -19
  NR2E3 ag-1 = -4
  Shn3 inh set2 = 1
  PDI turbidity = -4
  HIF-2a block = 12
  CaV13 ICDI inh = -4
  Peg3 prom inh = 7

Following part:
item	SMILES	MITF TRPM1 inh	KKLEB cytotox	NR2E3 ag-2	Vif imaging	CF NFkB block	NR2E3 ag-1	Shn3 inh set2	PDI turbidity	HIF-2a block	CaV13 ICDI inh	Peg3 prom inh
25	CCc1ccccc1NC(=O)CSc1nc2ccccc2n1CC(=O)N(C)C	-6	0	x	1	5	2	12	1	-4	-5	5
26	O=C(OCC(=O)N1CCc2ccccc21)c1ccc(Br)o1	8	-15	x	12	14	-22	0	-1	10	-5	-11
27	O=C(O)C1CCC(=O)N1Cc1ccccc1Cl (configuration not stated)	-2	0	5	9	-17	6	16	-4	9	x	-8
28	C=CCNCC(O)COc1ccc(C(C)=O)cc1OC (configuration not stated)	8	6	-4	4	-9	3	-36	2	13	-2	16
29	Cc1c(-c2ccccc2)[n+](=O)c(-c2ccc(Br)cc2)c(C)n1[O-]	-20	9	-1	3	-4	0	8	1	18	-4	17
30	Cc1cc(C(=O)COC(=O)C2COc3ccccc3O2)c(C)n1CC1CCCO1 (configuration not stated)	7	3	-2	5	-2	-13	-5	23	2	-4	12
31	Cc1ccsc1C(=O)OCC(=O)Nc1sccc1C(N)=O	-88	-15	0	-8	18	-52	-105	-6	-174	-6	-203
32	COc1cc(C(=O)N2CCN(Cc3ccccc3C(F)(F)F)CC2)cc(OC)c1OC	-1	-21	-1	-6	14	15	1	8	-7	-4	19
33	CCCCN(C=O)c1c(CC)nc2ccc(C(=O)NCc3cccs3)cn12	x	-7	x	-3	-3	-6	3	12	10	-4	11
34	CC(C)CCNC(=O)NC(=O)COc1ccccc1C#N	-14	-6	5	-7	-12	-63	-36	-1	-95	-4	-192
35	CCOc1cc(CO)ccc1OCC(=O)N1CCCCC1	2	-13	0	3	1	-26	-2	-2	3	-9	2
36	CN(C)c1ccc(/C=C2\C(=N)N3N=C(CC(=O)N4CCCCC4)SC3=NC2=O)cc1	0	-22	6	x	22	-3	8	-3	-32	-11	-52

Record cards (already shown).
CCCCN(C=O)c1c(CC)nc2ccc(C(=O)NCc3cccs3)cn12 in the list: MITF TRPM1 inh = x; KKLEB cytotox = -7; NR2E3 ag-2 = x; Vif imaging = -3; CF NFkB block = -3; NR2E3 ag-1 = -6; Shn3 inh set2 = 3; PDI turbidity = 12; HIF-2a block = 10; CaV13 ICDI inh = -4; Peg3 prom inh = 11
CN(C)c1ccc(/C=C2\C(=N)N3N=C(CC(=O)N4CCCCC4)SC3=NC2=O)cc1 in the list: MITF TRPM1 inh = 0; KKLEB cytotox = -22; NR2E3 ag-2 = 6; Vif imaging = x; CF NFkB block = 22; NR2E3 ag-1 = -3; Shn3 inh set2 = 8; PDI turbidity = -3; HIF-2a block = -32; CaV13 ICDI inh = -11; Peg3 prom inh = -52
Cc1c(-c2ccccc2)[n+](=O)c(-c2ccc(Br)cc2)c(C)n1[O-] in the list: MITF TRPM1 inh = -20; KKLEB cytotox = 9; NR2E3 ag-2 = -1; Vif imaging = 3; CF NFkB block = -4; NR2E3 ag-1 = 0; Shn3 inh set2 = 8; PDI turbidity = 1; HIF-2a block = 18; CaV13 ICDI inh = -4; Peg3 prom inh = 17

The list goes on:
item	SMILES	MITF TRPM1 inh	KKLEB cytotox	NR2E3 ag-2	Vif imaging	CF NFkB block	NR2E3 ag-1	Shn3 inh set2	PDI turbidity	HIF-2a block	CaV13 ICDI inh	Peg3 prom inh
37	COc1ccc(NC(=O)COC(=O)CC2Sc3ccccc3NC2=O)cc1 (configuration not stated)	0	-9	x	x	14	-7	-45	3	-112	-6	-68
38	O=C(N/C(=C/c1ccc(Br)cc1)C(=O)N1CCOCC1)c1cccs1	9	-2	-1	-1	-6	6	0	6	9	-5	24
39	CCOC(=O)/C=C/C(=O)Nc1ccc(S(=O)(=O)N(C)c2ccccc2)cc1	6	-30	2	1	15	10	74	-6	19	-13	59*
40	CCC(=O)Nc1ccc2oc(-c3cccnc3)nc2c1	-84	6	1	-1	11	-27	-40	-1	-217	-2	-156
41	O=C(Nc1cccc2ccccc12)c1ccccc1NS(=O)(=O)c1cccc2cccnc12	7	14	-1	0	-1	17	23	1	14	-6	-2
42	CC1CCCN(c2nc3c(c(=O)[nH]c(=O)n3C)n2Cc2ccccc2Cl)C1 (configuration not stated)	-5	-13	1	7	3	-17	28	-8	6	-7	7
43	CCOc1ccc(CN2CCNC(=O)C2CC(=O)NC2CCOCC2)cc1 (configuration not stated)	10	-12	2	-12	0	10	-17	3	6	-6	17
44	C=CC1CN(C(=O)OCC(Cl)(Cl)Cl)C2CC3c4ccc(OC)cc4NC3C3CC1C2CO3 (configuration not stated)	x	-1	0	-19	-6	11	-2	x	-2	x	36
45	CSc1ccccc1C(=O)OCC(=O)NCCN1C(=O)CSC1=O	12	-4	x	-1	2	-31	-8	0	3	-6	1
46	Cc1ccc(NC(=O)c2ccc3ccccc3n2)cc1S(=O)(=O)N(C)C	-121	-9	-1	-8	-18	-13	-95	-4	-414	-3	-272
47	CN(C)CCCN1C(=O)C(=O)/C(=C(/O)c2ccncc2)C1c1ccccc1 (configuration not stated)	-1	-2	-1	6	9	-15	-7	1	16	x	3
48	O=C(COC(=O)CCSc1ccc(Cl)cc1)NCc1ccccc1Cl	-21	3	2	11	4	-20	6	-6	-2	-4	-20
49	O=C(Nc1cccc(-c2nc3ncccc3o2)c1)c1ccc2c(c1)OCO2	7	17	x	3	-19	-7	0	-4	4	-2	9
50	COc1ccc(NCc2nnc(SCC(=O)N3CCCc4ccccc43)o2)cc1	9	4	3	3	-4	-21	2	-6	-27	-5	-17
51	O=C(NCCCc1ccncc1)C1CCC(=O)N(CCc2cccc(F)c2)C1 (configuration not stated)	-10	-6	2	-5	-7	-20	7	2	8	-4	-16
52	Cc1ccc(S(=O)(=O)NC2CCCC2)cc1C	2	4	3	31	3	-24	0	0	17	-5	-3
53	COCCNC(=O)c1sc2ncn(CC(=O)Nc3ccc(C)c(Cl)c3)c(=O)c2c1C	1	-3	-1	0	-12	-3	16	6	12	-5	3
